# Bioassay records deposited in PubChem BioAssay by several laboratories.
# procasp3 activ: procaspase-3 (human) activation | P42574 | recombinant procaspase-3 D3A, Ac-DEVD-pNA absorbance 405 nm | activation, % at 8.5 µM | 330,000 tested, 0.11% active | AID 463141;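 active = activation above the mean of all tested compounds plus 3 SD, cut at about 21% in these data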;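 also: 0% = DMSO alone and 100% = DMSO wells spiked with extra 5 µM PC-3 D3A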
#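 Assay system – Procaspase-3 D3A mutant, all three cleavage aspartates alanine · Controls – DMSO-only low control, 5 µM PC-3 D3A high control · Schedule – 1 h compound preincubation, 2 h substrate hydrolysis at 25 °C · Signal – 405 nm absorbance of p-nitroaniline, reads at 0 and 120 min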
# Fh CTSL1 inh: counter-screen for PFM18AAP inhibitors: inhibitors of F. hepatica cathepsin L1. 300,000 tested, 0.49% active. inhibition, % at 5.96 µM. recombinant F. hepatica cathepsin L1, Z-Leu-Arg-MCA fluorescence;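 active = inhibition above the mean of all tested compounds plus 3 SD, set per screening campaign, cut at about 17% in these data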;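 also: 0% = plate median of test compound wells and 100% = 1 µM Z-Phe-Ala-diazomethylketone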
# JMJD2C inh: human JMJD2C demethylase inhibition | Q9H3R0 | GST-JMJD2C(1-420) H3K9me3 demethylation, DELFIA europium | inhibition, % at 2.35 µM | 330,000 tested, 0.069% active | AID 2099;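 active = more than half of a compound's replicate wells show inhibition beyond 50%, single wells judged on their own value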;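 also: signal counts dimethyl H3K9 product captured on neutravidin plate; 0% = median of DMSO wells and 100% = 0.3 times that DMSO median; strong numbers were not always called active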
# VLA-4 inh: inhibition in a human VLA-4 binding assay; inhibition, % (about 7 µM as worked out from the volumes in the protocol); AID 2557; P13612; VLA-4 expressing cells, ligand binding flow cytometry; 330,000 tested, 0.2% active; in the data active = inhibition above about 50%
# procasp7 counter: counter-screen for procaspase-3 activators: activators of human procaspase-7; P55210; recombinant procaspase-7, Ac-DEVD-pNA absorbance 405 nm; D23A/D198A/D206A triple mutant, cannot self-cleave; scale: DMSO 0, 5 µM enzyme 100; activation, % at 8.5 µM; 330,000 tested, 0.093% active;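 active = percent activation above the screen-wide mean plus 3 SD, cut at about 25% in these data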
#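 Assay system: Uncleavable procaspase-7 mutant enzyme; Input: 2 µM procaspase-7 mutant as dispensed; Also added: DEVD-pNA substrate; Medium: Zinc-free HEPES pH 7.4 with 300 mM NaCl, 0.01% Triton X-100; Timing: 1 h compound preincubation, 2 h substrate cleavage, 25 °C; Measured by: Epi-absorbance of released pNA at 405 nm, two timepoints.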
# HCV core dimer: blocks dimerization of HCV core protein; TR-FRET GST/Flag-core106 dimerization, 1536-well; inhibition, % at 5 µM; 300,000 tested, 0.33% active;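 active = inhibition above the mean of all tested compounds plus 3 SD, set per screening campaign, cut at about 45% in these data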
#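 Material: GST/Flag-tagged HCV core106 proteins. Incubation: 4 h, 22.5 °C incubation. Read-out basis: inhibition (%) from 671 over 617 nm ratio. Measured by: TR-FRET, excitation 340 nm, emission 617 and 671 nm.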
# PP1 counter: counter-screen for PP5 inhibitors: inhibitors of human PP1-alpha; P62136; purified PP1alpha, OMFP fluorescence; inhibition, % at 6.7 µM; 320,000 tested, 0.9% active; AID 2235;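 active = inhibition above the mean inhibition of all tested compounds plus 3 SD, computed separately for each screening campaign, cut at about 15% in these data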
# Target sequence (P62136 whole entry, looked up): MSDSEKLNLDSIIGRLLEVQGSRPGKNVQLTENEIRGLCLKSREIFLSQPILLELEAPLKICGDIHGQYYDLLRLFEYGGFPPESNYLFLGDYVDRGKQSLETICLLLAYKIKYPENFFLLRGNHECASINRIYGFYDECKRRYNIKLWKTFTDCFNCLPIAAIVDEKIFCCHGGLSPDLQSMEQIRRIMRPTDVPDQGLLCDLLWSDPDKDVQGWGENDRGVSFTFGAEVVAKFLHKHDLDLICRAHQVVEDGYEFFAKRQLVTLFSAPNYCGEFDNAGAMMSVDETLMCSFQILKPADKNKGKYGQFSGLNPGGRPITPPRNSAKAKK
# PP5 inh: inhibitors of human protein phosphatase 5 (PP5); P53041; purified PP5c, OMFP substrate fluorescence; inhibition, % at 6.7 µM; 320,000 tested, 0.18% active; AID 1987;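 active = inhibition above the campaign's mean inhibition across all tested compounds plus 3 SD, cut at about 9.5% in these data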;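 also: 0% = DMSO only and 100% = 100 µM cantharidin control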
# GRK2 inh: inhibitors of human GRK2 displacing RNA aptamer; P25098; bead flow cytometry, FAM-aptamer displacement from GRK2; inhibition of aptamer binding, % at 10 µM; 330,000 tested, 0.59% active;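 active = inhibition of aptamer binding above 40%, roughly 3 SD of noise, on plates passing a quality check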;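 also: median bead fluorescence of bound FAM aptamer so fluorescent compounds give negative values; no value below 0 was filed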
# Target sequence (P25098 whole entry, looked up): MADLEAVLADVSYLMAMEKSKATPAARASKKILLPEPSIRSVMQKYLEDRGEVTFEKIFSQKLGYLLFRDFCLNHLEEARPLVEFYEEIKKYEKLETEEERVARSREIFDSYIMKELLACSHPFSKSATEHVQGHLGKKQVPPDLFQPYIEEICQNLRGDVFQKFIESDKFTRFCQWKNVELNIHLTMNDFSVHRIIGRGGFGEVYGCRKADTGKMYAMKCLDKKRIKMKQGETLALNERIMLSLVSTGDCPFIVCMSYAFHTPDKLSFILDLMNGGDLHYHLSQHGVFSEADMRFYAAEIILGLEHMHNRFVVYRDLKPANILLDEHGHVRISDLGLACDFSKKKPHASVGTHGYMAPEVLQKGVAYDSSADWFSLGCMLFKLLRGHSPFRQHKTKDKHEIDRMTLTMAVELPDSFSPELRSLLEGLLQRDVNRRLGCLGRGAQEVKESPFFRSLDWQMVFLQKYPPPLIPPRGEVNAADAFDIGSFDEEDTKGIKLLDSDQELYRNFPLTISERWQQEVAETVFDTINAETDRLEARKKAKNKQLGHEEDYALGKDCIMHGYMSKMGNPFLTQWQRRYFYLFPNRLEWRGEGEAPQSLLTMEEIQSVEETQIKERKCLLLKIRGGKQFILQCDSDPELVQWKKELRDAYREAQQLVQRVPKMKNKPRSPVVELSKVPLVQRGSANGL
# An asterisk follows results filed as active; nt = no result given.
# Values run as follows: procasp3 activ, Fh CTSL1 inh, JMJD2C inh, VLA-4 inh, procasp7 counter, HCV core dimer, PP1 counter, PP5 inh, GRK2 inh
CC12CN3CCN(CC(C3)C1(O)CN1CCCCC1)C2 (stereo not given)
  0, 6, -9, 1, -5, -1, -3, -0.8, 0
Cc1c(Br)c([N+](=O)[O-])nn1CC(=O)NCC1CCCO1 (stereo not given)
  10, 2, 6, 6, -4, -2, -1, 1.9, 2
CCn1nc(C(=O)Nc2ccccc2C)c(Cl)c1Cl
  3, 1, 3, -5, 1, 6, -3, 1.4, 0
Cc1ccc2ncnc(Nc3ccccc3)c2c1
  1, 1, -1, -8, 1, -1, -1, -0.8, 3
O=C(O)c1ccccc1C(=O)NNc1ccc(Cl)cc1Cl
  2, -1, 27, 14, 12, -3, 1, 3.1, 5
CC1CCN(CC(C)OC(=O)c2ccco2)CC1 (stereo not given)
  7, -2, 0, 10, 1, -1, 0, 0.4, 0
CCOC(=O)N1CCN(C(=O)COc2cccc3c2CCN(Cc2ccccc2F)C3=O)CC1
  11, -8, -5, -13, 7, 1, 3, 2.4, 0
CCSc1nc(N)nc(-c2cccs2)c1C#N
  4, 2, 2, 1, 1, 9, 1, 5.6, 0
CCCCNC(=O)c1onc(CSc2ccccc2)c1C(=O)O
  -4, 2, -1, 16, -3, 6, -4, -2.8, 0
CN(C)N1C(N)=C(C#N)C(c2cccc(Cl)c2)C2=C1CCCC2=O (stereo not given)
  -6, 3, 8, -15, -1, 1, 3, 1.1, 2
O=S(=O)(/N=C/N1CCOCC1)c1ccc(Cl)cc1
  -1, -2, 49, -18, 17, -2, -3, 0.7, 0
CCNC(=S)N1CCC(C(N)=O)CC1
  -1, 6, -7, 0, 0, -2, 5, 1.1, 1
COc1ccc(CC(=O)N2CCN(c3ccccc3OC)CC2)cc1OC
  0, -7, -1, 8, 0, -10, 0, 0.2, 10
Cc1cnn(-c2nc(-c3cccs3)cc(C(F)(F)F)n2)c1
  -5, 9, -4, -8, -7, 1, 4, -1.9, 0
COc1ccc(C(=O)NC(C)c2nnc(SCC(=O)NC3=NCCS3)n2C)cc1 (stereo not given)
  16, 1, -13, -3, 11, -13, -1, -1.2, 2
CCOc1ccc(NC(=O)CCSc2nnc(C)s2)cc1
  3, 2, 48, 9, -6, 0, -5, -0.3, 0
Cc1ccc(N=C(NO)c2nonc2N)cc1
  -2, -4, 2, 6, 0, -3, 1, 0.1, 1
COc1ccc(Br)cc1C(=O)NC(=S)Nc1ccc2[nH]c(=O)[nH]c2c1
  7, 2, 14, 6, -1, 17, -3, 2.0, 0
COC(=O)c1c(NC(=O)C2CCCO2)sc2c1CCC2 (stereo not given)
  5, -3, 6, 8, -2, -2, -3, 0.8, 0
CCOc1ccc(C(=O)Nc2ccc(N3CCN(C)CC3)cc2)cc1Br
  7, 1, -1, 12, 8, -12, 2, -1.0, 0
O=C(c1cc2cc(Cl)cc(Cl)c2oc1=O)N1CCOCC1
  0, -2, 1, 12, -5, 3, 0, 2.6, 3
C=CCSc1nnc(NC(=O)C2CC(=O)N(Cc3ccc(C)cc3)C2)s1 (stereo not given)
  4, nt, -3, 11, 9, nt, 2, -0.2, 6
Cc1ccc(Nc2nc3c(c(=O)[nH]2)CCCC3)cc1
  8, -2, 15, 0, -3, 1, -2, 1.6, 2
CCn1cc([N+](=O)[O-])c(C(=O)Nc2ccc(Cn3nc(C)cc3C)cc2)n1
  7, -10, 2, 8, 9, -6, 1, 1.3, 0
Cn1ccnc1Sc1nc2c(c(=O)n(C)c(=O)n2C)n1C
  7, 6, 0, 7, 13, -2, 0, -1.9, 0
COc1nccnc1NS(=O)(=O)c1ccc(N=Cc2c(C)[nH]n(-c3ccccc3)c2=O)cc1
  -4, 0, -5, 6, 2, -6, 0, 4.3, 0
COc1cccc(NC(=O)CC2S/C(=N\S(=O)(=O)c3ccccc3)N(c3ccccc3)C2=O)c1 (stereo not given)
  -16, 0, -3, 20, -9, 11, 1, 0.6, 17
O=S(=O)(c1cccs1)N1CCCc2cccc(O)c21
  2, 2, -8, 1, -2, 4, -1, 0.6, 0
COc1ccc(C)c(-n2c(=O)n(Cc3ccccc3)c(=O)c3[nH]cnc32)c1
  -2, -6, 4, 22, -3, -3, -5, 1.2, 0
Cc1cc(-c2cc(-c3ccccc3)on2)nc(NC2CCCC2)n1
  -4, -3, 10, 17, -6, 7, -5, 2.6, 0
COC(=O)c1cc2c(ccn2-c2ccc(F)cc2)n1CC(C)C
  3, 7, -9, 2, 3, 2, 0, -0.1, 0
S=c1oc(-c2ccncc2)nn1CCc1ccncc1
  1, 1, -3, 1, -2, 3, -3, 1.1, 0
O=[N+]([O-])c1ccc(CSc2ncnc3c2ncn3[C@@H]2O[C@H](CO)[C@@H](O)[C@H]2O)cc1
  -2, 0, nt, 47, 7, -2, 2, -0.8, 0
O=C(COC(=O)C1=COCCO1)Nc1ccccc1
  7, 1, 10, 2, 9, 3, -8, 0.8, 0
O=C(COc1cccc2cccnc12)NNC(=O)Nc1ccccc1
  0, -1, 0, 0, 2, 2, -4, 1.9, 0
CCCN(CC(=O)Nc1ccccc1OC)C(=O)c1ccc2[nH]c3c(c2c1)CC(C)CC3 (stereo not given)
  -3, nt, 1, 2, -11, nt, 6, 6.5, 1
Cc1ccc(NC(=S)Nc2ccc(OC(F)F)c(Cl)c2)cc1F
  -4, 1, -8, 0, -7, 0, -6, 2.7, 0
O=C(COC(=O)c1ccc([N+](=O)[O-])s1)NCc1ccccc1
  -1, 57*, 3, -5, -6, -13, 1, 3.0, 1
CCC(CC)C1=NN2C(=N)/C(=C/c3ccc(OC(=O)c4ccco4)cc3)C(=O)N=C2S1
  0, -1, -7, -3, 12, 6, -4, -3.0, 0
CC(=O)N1CCN(C(=O)COc2ccc(Br)cc2)CC1
  3, -1, -2, 11, 4, -1, -1, 1.7, 1
Cc1ccc(CN(Cc2ccco2)C(=S)Nc2ccccc2C)cc1
  5, 4, 3, 1, 4, 4, -2, 2.7, 0
O=C(NCc1cc(C(F)(F)F)cc(C(F)(F)F)c1)C1CC(c2cccc(F)c2)=NO1 (stereo not given)
  -5, 3, -25, 0, 4, 7, 5, 6.2, 0
CCN1C(=O)C(=O)N(CC(=O)N2CCC(C)Sc3ccccc32)C1=O (stereo not given)
  3, nt, 4, 6, 6, nt, -2, -1.2, 1
O=C(CCCn1c(=S)[nH]c2ccsc2c1=O)NC1CCCCC1
  0, -2, 2, 9, 2, 0, -3, 0.9, 2
O=C(/C=C/Nc1ccc(F)c(F)c1)c1cccs1
  2, -4, 0, -6, 0, -5, -1, -2.9, 2
O=C(NCc1nnc(SCC(=O)N2CCCC2)o1)c1cccc(C(F)(F)F)c1
  4, -1, 5, -2, 5, 10, -3, 3.3, 2
O=C(NC12CC3CC(CC(C3)C1)C2)C1CCCN1C(=O)Nc1ccccc1 (stereo not given)
  1, -2, -4, 0, -3, -3, -2, 2.6, 1
Cc1cc(C)n(-c2nnc(C)n2NC(=O)c2cccc(Cl)c2)n1
  3, 0, -6, 22, 5, -7, -1, -0.1, 0
COC/C=C/C1=CC2=CC(=O)C(C)(OC(=O)c3cnc4ccccc4n3)C(=O)C2=CN1CCCOC(C)C (stereo not given)
  5, -1, 4, 14, -1, 15, 6, 3.3, 3
Cc1ccc(NC(=O)N2C3CCCC2CC(NC(=O)C2CC2)C3)cc1 (stereo not given)
  12, -5, -11, 19, 1, -6, 2, 3.0, 0
CC(C)C[C@H](NC(=O)Nc1cccc(C(F)(F)F)c1)C(=O)O
  0, -1, 1, 18, 3, -8, -3, -1.3, 2
S=c1[nH]c2ccccc2c2ccccc12
  5, -6, -17, 12, 3, 20, 0, 1.8, 1
OCC[C@H]1C[C@@H](O)[C@H](O)[C@@]2(Cc3ccccc3CO2)O1
  -1, -3, 9, 2, -8, -9, 3, 1.9, 2
O=C(CSc1nc(C2CC2)nc2ccccc12)N1CCc2ccccc2C1
  4, 0, -6, 3, 14, 2, 0, 4.9, 0
CNCc1ccccc1OCC(=O)Nc1ccccc1
  7, -3, -13, 1, -2, 7, -5, 1.6, 0
O=C(O)c1nnn(-c2ccc(F)cc2F)c1-c1ccccc1
  3, 0, 10, -2, 3, 3, -1, -1.6, 4
S=C(Nc1cccc2ccccc12)N1CCN(c2ncccn2)CC1
  -16, 0, 5, 17, -2, 2, 1, 3.4, 2
CCCC(=O)NC(=S)Nc1ccccc1OC
  8, 2, -1, -11, -7, -3, -1, 0.7, 0
FC(F)(F)c1nc2ncc(Cl)cc2[nH]1
  -6, -2, -7, 5, -2, -2, 5, 7.2, 3
Cc1ccc(CSc2nc(-c3ccccc3)c(C#N)c(=O)[nH]2)cc1
  4, -2, -18, -7, -5, 14, 14, 4.9, 0

# A portion from the list above, for reference:
# Values run as follows: procasp3 activ, Fh CTSL1 inh, JMJD2C inh, VLA-4 inh, procasp7 counter, HCV core dimer, PP1 counter, PP5 inh, GRK2 inh
S=C(Nc1cccc2ccccc12)N1CCN(c2ncccn2)CC1
  -16, 0, 5, 17, -2, 2, 1, 3.4, 2
CCCC(=O)NC(=S)Nc1ccccc1OC
  8, 2, -1, -11, -7, -3, -1, 0.7, 0
FC(F)(F)c1nc2ncc(Cl)cc2[nH]1
  -6, -2, -7, 5, -2, -2, 5, 7.2, 3
Cc1ccc(CSc2nc(-c3ccccc3)c(C#N)c(=O)[nH]2)cc1
  4, -2, -18, -7, -5, 14, 14, 4.9, 0

# More structures.
# Values run as follows: procasp3 activ, Fh CTSL1 inh, JMJD2C inh, VLA-4 inh, procasp7 counter, HCV core dimer, PP1 counter, PP5 inh, GRK2 inh
O=C(Nc1ccc(N2CCCCC2)cc1)c1ccc(F)cc1
  -7, 1, 5, -1, 14, -5, 0, 0.4, 2
Cc1ccccc1CSCCNS(C)(=O)=O
  -1, -1, -4, 3, 8, -4, -4, 1.5, 4
O=C(CCc1ccc(S(=O)(=O)N2CCOCC2)cc1)Oc1ccccc1
  6, 1, 3, -5, 4, 3, -1, 0.8, 0
CCCCN(C(=O)c1cccc(S(=O)(=O)N(C)c2ccc(C)cc2)c1)c1c(N)n(CCCC)c(=O)[nH]c1=O
  -6, -1, -1, -9, 12, -2, 0, 0.2, 0
C=C1CCC[C@]2(C)C[C@H]3OC(=O)C(CNC(C)CC)[C@H]3CC12 (stereo not given in full)
  6, -1, 3, 8, 6, 3, -2, -0.4, 0
CCC(CC)C(=O)Nc1cccc(/C(C)=N\NC(=O)c2ccc(C)s2)c1
  5, 2, -4, 18, 3, -2, 2, 0.4, 2
Cc1ccc(S(=O)(=O)Nc2ccc(F)c(S(=O)(=O)N3CCOCC3)c2)cc1
  3, nt, nt, 0, 5, nt, nt, nt, 0
O=C(COc1ccccc1)NC1CCSc2ccccc21 (stereo not given)
  7, 3, 2, 0, 0, 9, -3, 0.3, 0
